VIM-2 inhibitor: inhibitors of Pseudomonas aeruginosa VIM-2 metallo-beta-lactamase; purified VIM-2, nitrocefin hydrolysis, epi-absorbance fluorescence; inhibition, % at 5.6 µM; hit rate 0.89% among 290,000; AID 1527;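 active means inhibition above the mean of all tested compounds plus 3 SD, cutoff set per screening run, cut at about 7.5% in these data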;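 further: red hydrolysis product quenches plate fluorescence so inhibitors raise well fluorescence; 0% = enzyme with DMSO and 100% = DMSO without enzyme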
IDE cell activ: boosts human insulin-degrading enzyme activity in HEK cells; FAbeta-B cleavage, fluorescence polarization; 0% vehicle, 100% cell-free pure enzyme wells; hit rate 0.073% among 340,000; P14735; activation, % at 5.96 µM; AID 493087;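 active means activation above the mean of all tested compounds plus 3 SD, set per screening campaign, cut at about 17% in these data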
IMP-1 inh: blocks Pseudomonas aeruginosa IMP-1 metallo-beta-lactamase | AID 1556 | hit rate 0.45% among 290,000 | purified IMP-1, nitrocefin hydrolysis, epi-absorbance fluorescence | inhibition, % at 5.6 µM;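 active means inhibition above the mean plus 3 SD of all compounds in the same screening run, cut at about 4.5% in these data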;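 further: 0% = IMP-1 with DMSO and 100% = DMSO wells lacking enzyme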
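assay system = purified recombinant IMP-1 metallo-beta-lactamase enzyme | schedule = 15 min preincubation plus 25 min reaction at 25 °C | signal = Epi-absorbance fluorescence, 480 nm excitation, 530 nm emission | read-out basis = percent inhibition from optical density relative to buffer-blank wells | controls = IMP-1 with DMSO as 0%, enzyme-free DMSO as 100%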
PfM18AAP inh: blocks P. falciparum M18 aspartyl aminopeptidase | recombinant PfM18AAP, H-Glu-NHMec fluorogenic cleavage | inhibition, % at 7.35 µM | hit rate 1.2% among 290,000 | AID 1822;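 active means inhibition above the campaign mean inhibition over all tested compounds plus 3 SD, cut at about 28% in these data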;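 further: 0% = plate median of test compound wells and 100% = 2 mM ZnCl2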
p-CIP stab down: p/CIP protein destabilization; decrease of EGFP signal, % at 10 µM; F442A p/CIP-EGFP cells, EGFP fluorescence, 16 h; hit rate 0.01% among 290,000; Q05BA5;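 active means EGFP signal decrease of at least 30% at 10 µM or well 3 SD below plate mean, unless failing retest; inactive means the rest, including hits failing retest or dose response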; further: some compounds called inactive have numbers as strong as hits; many of its hits are not listed in these tables
Target sequence (Q05BA5 1-1403): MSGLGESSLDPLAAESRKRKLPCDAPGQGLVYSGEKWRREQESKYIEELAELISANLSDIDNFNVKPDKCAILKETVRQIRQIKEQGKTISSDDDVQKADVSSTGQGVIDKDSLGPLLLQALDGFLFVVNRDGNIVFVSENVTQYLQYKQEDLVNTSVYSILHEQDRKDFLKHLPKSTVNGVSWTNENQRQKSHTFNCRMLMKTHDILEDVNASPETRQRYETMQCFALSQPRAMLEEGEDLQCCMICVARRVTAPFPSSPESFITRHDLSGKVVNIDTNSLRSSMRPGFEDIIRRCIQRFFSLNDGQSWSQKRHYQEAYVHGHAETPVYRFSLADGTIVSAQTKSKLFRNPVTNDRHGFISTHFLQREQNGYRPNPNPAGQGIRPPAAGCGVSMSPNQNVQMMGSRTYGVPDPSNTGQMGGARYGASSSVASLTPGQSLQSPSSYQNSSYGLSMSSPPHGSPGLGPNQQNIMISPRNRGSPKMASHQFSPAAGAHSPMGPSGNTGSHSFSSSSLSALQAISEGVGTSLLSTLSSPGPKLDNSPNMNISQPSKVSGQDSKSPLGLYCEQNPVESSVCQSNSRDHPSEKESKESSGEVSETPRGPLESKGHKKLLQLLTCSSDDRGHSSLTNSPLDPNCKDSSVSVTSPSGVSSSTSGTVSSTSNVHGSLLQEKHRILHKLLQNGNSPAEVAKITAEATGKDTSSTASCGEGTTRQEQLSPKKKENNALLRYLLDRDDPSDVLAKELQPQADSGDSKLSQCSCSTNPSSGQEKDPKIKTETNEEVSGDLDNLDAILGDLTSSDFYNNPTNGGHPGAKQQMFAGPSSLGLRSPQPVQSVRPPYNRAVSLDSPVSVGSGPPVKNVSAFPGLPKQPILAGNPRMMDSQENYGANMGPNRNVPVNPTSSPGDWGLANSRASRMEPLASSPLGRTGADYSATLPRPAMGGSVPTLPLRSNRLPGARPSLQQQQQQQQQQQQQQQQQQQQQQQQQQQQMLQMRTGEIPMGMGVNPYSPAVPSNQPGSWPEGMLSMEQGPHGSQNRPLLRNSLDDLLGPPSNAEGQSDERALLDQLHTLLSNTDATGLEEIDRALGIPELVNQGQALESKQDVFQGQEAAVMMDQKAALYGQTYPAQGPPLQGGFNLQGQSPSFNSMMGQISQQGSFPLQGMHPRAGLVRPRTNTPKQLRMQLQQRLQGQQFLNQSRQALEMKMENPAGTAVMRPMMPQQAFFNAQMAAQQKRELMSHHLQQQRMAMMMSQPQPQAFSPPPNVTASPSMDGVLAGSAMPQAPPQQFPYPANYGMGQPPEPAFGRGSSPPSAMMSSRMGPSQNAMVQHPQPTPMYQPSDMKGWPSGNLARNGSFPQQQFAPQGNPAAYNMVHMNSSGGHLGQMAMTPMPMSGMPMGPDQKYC
IDE inh: cellular human IDE inhibition. inhibition, % at 5.59 µM. hit rate 0.41% among 320,000. P14735. HEK cells, FAbetaB cleavage, fluorescence polarization;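 active means percent inhibition above the average of all tested compounds plus 3 SD, set per screening campaign, cut at about 16% in these data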;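 further: IDE supplied by intact live HEK cells; FP after avidin binding of uncleaved biotin substrate so inhibition keeps polarization high; 0% = DMSO wells and 100% = 60 µM reference IDE inhibitor Ii1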
PHOSPHO1 inh: blocks human PHOSPHO1 phosphatase activity. inhibition, % at 13.3 µM. Q8TCT1. hit rate 1.1% among 290,000. recombinant PHOSPHO1, absorbance phosphatase assay. AID 1565; in the data active means inhibition above about 60%
GPR7 antag: human neuropeptides B/W receptor 1 antagonism; hit rate 1.1% among 290,000; GPR7-expressing cells, fluorescence antagonist assay; inhibition, % at 4.4 µM; P48145; in the data active means inhibition above about 16%, passing the limit was not always enough;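 further: cells stimulated with the agonist NPW; 0% = agonist with vehicle and 100% = vehicle without agonist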
NALP1 yeast inh: inhibitors of NALP1 inflammasome in yeast. hit rate 0.61% among 280,000. inhibition, % at 10 µM. S. cerevisiae NALP1/ASC/caspase-1 growth, X-gal OD620, 72 h; in the data active means inhibition mostly above about 24%, no sharp cut-off; inactive means mostly below about 32%; further: some compounds called inactive have numbers as strong as hits
Active calls of the source: *; . = no result given. Rows are unselected; 5.3% or so of the library scored in one or more.

nr	Compound	VIM-2 inhibitor	IDE cell activ	IMP-1 inh	PfM18AAP inh	p-CIP stab down	IDE inh	PHOSPHO1 inh	GPR7 antag	NALP1 yeast inh
1	O=C(NNC(=S)NC(=O)c1ccc(Br)cc1)c1cccc([N+](=O)[O-])c1	-1.9	1	-2.7	-2	-4	-1	-16	15	-6
2	Cc1ccc(C(=O)COC(=O)c2n[nH]c(=O)c3ccccc23)cc1	-1.3	4	-0.4	-17	-6	-6	22	-4	12
3	CCC(C)(C)NC(=O)C(c1ccncc1)N(C(=O)c1sc(C)nc1C)c1ccc(F)cc1 (stereo unspecified)	-0.7	1	-1.9	0	15	-2	24	-4	-2
4	NC(=O)CSc1nc2ccccc2nc1SCC(N)=O	-0.2	7	-3.6	-7	6	-1	-26	-7	20
5	CCN1CCc2nc(NC(=O)c3ccc4c(c3)OCCO4)sc2C1	-1.6	4	-1.4	-1	1	9	38	-8	3
6	CC(=O)c1ccc(NC(=O)CCCN2C(=O)/C(=C/C(C)=C/c3ccccc3)SC2=S)cc1	-0.6	1	-3.5	-12	-6	-1	-1	-17	18
7	CCCOc1ccc(N2C(=O)CC(N3CCN(CCN=CC4C(=O)CC(C)(C)CC4=O)CC3)C2=O)cc1 (stereo unspecified)	-3.0	1	-1.2	-4	1	8	4	-1	-19
8	CCNc1ccc(C(=O)OCC(=O)N2c3ccccc3NC(=O)C2(C)C)cc1[N+](=O)[O-]	-1.9	3	-2.6	5	-12	5	-32	-12	26
9	O=C(NC1CCCCC1)N1CCCCCC1	-5.9	1	-5.2	-10	2	-1	-10	-6	10
10	COc1cc(Cl)c(C)cc1NC(=O)[C@@H]1CCCN1C(=O)c1cccs1	-4.8	4	-3.0	-2	-3	4	-14	1	33
11	CS(=O)(=O)N(CC(=O)N/N=C/c1cccs1)c1cccc(Cl)c1Cl	-1.8	4	-3.8	-12	-6	1	46	-5	-3
12	Cc1ccnc(N/C=C(/NC(=O)c2ccccc2)C(=O)N/N=C\c2ccc(Cl)cc2)n1	1.5	-29	0.5	5	-13	32*	38	3	.
13	CCSc1c(-c2ccccc2)nc2c(C)cccc2c1C(=O)O	-3.7	9	-4.6	-2	-1	5	15	-5	-9
14	CCOc1ccc(-n2c(SCC(N)=O)nc3sc4c(c3c2=O)CCN(C)C4)cc1	-0.7	10	-2.0	2	12	0	8	4	10
15	Cn1cccc1Cc1nnc(SCC(=O)NC2CCCC2)n1-c1ccc(F)cc1	-1.4	6	-3.2	-8	12	-3	13	-14	-8
16	COc1ccc(C2C3=C(CCCC3=O)Nc3nc(C(F)(F)F)nn32)c(OC)c1OC (stereo unspecified)	-2.8	3	-2.9	1	2	4	1	-12	27
17	CCOc1ccc(-c2nnc(SCC(=O)N3CCOCC3)o2)cc1	-5.2	-1	-3.0	-8	-7	-1	-3	-12	-7
18	COc1ccc(OC)c(/C=C/C(=O)OCC(=O)Nc2ccc(Cl)c(S(=O)(=O)N(C)C)c2)c1	-2.8	-7	-3.2	4	-8	0	24	-13	-2
19	CSc1cccc(NC(=O)N2CCN(C)CC2)c1	-0.6	2	-2.6	0	2	3	25	-7	-16
20	COc1ccc(Br)cc1CNC(=O)C1CCC(=O)N1C(C)C (stereo unspecified)	-0.6	-1	-2.8	-1	.	6	.	-12	.
21	CCOC(=O)c1cnc(Nc2nc3ccccc3o2)nc1CN1CCN(c2ccccc2)CC1	-5.7	.	-2.1	10	.	.	.	-5	.
22	C/C(=N\NC(=O)C1CC1)c1ccc(C)c(C)c1	-1.9	1	0.4	-5	-21	.	37	-7	7
23	COc1ccc(-c2cc(C(F)(F)F)nc(NCc3ccco3)n2)cc1OC	-0.3	6	-2.1	11	-7	4	56	-8	20
24	COc1cc2ncc(S(=O)(=O)c3ccccc3)c(N3CCCC(C)C3)c2cc1OC (stereo unspecified)	-3.2	0	-4.4	7	-12	7	-16	-19	0
25	CCN(CC)C(=O)C(=O)c1cn(CC(=O)NCC2CCCO2)c2ccccc12 (stereo unspecified)	-1.6	4	-2.0	3	-6	-9	46	-19	3
26	CC1(C)CC2CC(C)(CN2C(=S)NC(=O)c2ccccc2Cl)C1 (stereo unspecified)	-1.1	1	-2.9	2	1	-2	6	-8	37
27	COc1cc(CN2CCN(Cc3ccc(C)cc3)CC2)c([N+](=O)[O-])cc1OC	0.0	-2	-3.4	30*	-14	2	-2	-2	7
28	COC(=O)CN(C)C(=O)c1ccc(OC)c(OC2CCN(C(C)C)CC2)c1	-1.4	-2	-2.2	-2	-80	0	.	-7	12
29	COc1cc(OC)cc(C(=O)Nc2ccccc2N2CCOCC2)c1	-1.9	7	-2.0	-1	-16	1	14	-10	-10
30	CCc1ccccc1N(CC(=O)NC(C)c1ccccc1)S(C)(=O)=O (stereo unspecified)	0.5	6	0.7	-2	1	-3	36	-4	11
31	O=C(Cn1nnc(N2CCCCC2)n1)c1ccc(Cl)c(Cl)c1	-3.1	.	-2.2	-4	-10	-3	-14	-13	-8
32	COc1cccc(CN2CCN(Cc3cc4ccccc4o3)CC2CCO)c1 (stereo unspecified)	-1.4	1	-2.9	-1	-4	-1	15	-15	5
33	CCC(C)(C)n1nnnc1CN(Cc1ccc(Cl)cc1)Cc1ccco1	0.6	4	-3.1	7	-14	6	-3	-13	34
34	COc1ccc(OC)c(NC(=O)COC(=O)c2cc3c(s2)CCC3)c1	-1.4	-6	-2.2	-5	7	2	22	4	3
35	O=C(OC(C(=O)NC1CCCC1)c1ccccn1)c1cccs1 (stereo unspecified)	-0.6	2	-1.0	2	-10	-7	-5	3	-1
36	COc1ccc(N2C(N)=C(C#N)C(c3ccsc3)C3=C2CCCC3=O)c(OC)c1 (stereo unspecified)	0.3	0	1.5	35*	-15	8	-15	14	14
37	S=c1nc(-c2ccccc2)oc2c1CCCC2	-7.4	2	-0.8	-3	-12	1	-33	5	-2
38	c1ccc(-c2nnc3n2NC(c2ccc4c(c2)OCO4)S3)cc1 (stereo unspecified)	-3.1	-6	-3.7	15	-3	-1	10	-9	-20
39	CCN(CC)S(=O)(=O)c1cc(C(=O)NC2=NCCS2)ccc1Cl	-3.6	-5	-2.9	-7	-2	2	-4	-7	10
40	O=C(c1ccsc1)N1CCCC(N2CCOCC2)C1 (stereo unspecified)	-0.8	1	-1.5	1	1	6	34	2	17
41	COc1cc2c(cc1OC)[C@H](C)N(C(=O)CSc1nc(O)c(C(C)C)c(=O)[nH]1)CC2	-2.2	4	-3.2	-1	4	-8	29	-5	-15
42	CC1(C)C2CCC1(C)C(OC(=O)CSc1nc(N)cc(=O)[nH]1)C2 (stereo unspecified)	-1.3	-1	1.9	0	-2	4	-34	-7	-4
43	O=C1CN(C(=O)COC(=O)c2ccccc2O)c2ccccc2N1	-2.4	4	-2.2	-2	-6	-3	24	-13	-7
44	N/C(=N\OC(=O)c1ccc(Cl)c(Cl)c1)c1cccnc1	-0.7	2	-2.1	-12	7	-3	30	-9	9
45	CCCCC(CC)C(=O)NCCCN1CCN(CCCNC(=O)C(CC)CCCC)CC1 (stereo unspecified)	2.6	-2	-0.9	0	-8	1	-19	1	-13
46	CC1Cc2ccccc2N1C(=O)CSc1nnnn1C1CCCC1 (stereo unspecified)	-2.7	1	0.5	2	1	7	38	1	12
47	O=C(CCn1c(=O)[nH]c2ccsc2c1=O)Nc1ccc(F)c(F)c1	-0.3	0	-2.0	-3	-12	-3	-156	29	-8
48	CCOC(=O)c1c(C)[nH]c(C2=NNC(=NC(C)COC)SC2)c1C (stereo unspecified)	-3.0	-4	-3.9	-2	5	-5	2	-5	-3
49	C=CCc1cccc2cc(C(=O)Nc3ccc(F)cc3)c(=O)oc12	-0.5	-5	-3.8	-6	6	-3	-32	1	-5
50	COc1cc(C(F)(F)F)c(C(=O)N(C)Cc2ccc(Cl)c(Cl)c2)cn1	-5.1	3	-1.4	4	-4	-5	39	3	-5
51	COc1ccc(C(=O)NC2CCN(S(=O)(=O)c3ccccc3)CC2)cc1	-3.1	1	-3.9	3	-62	6	.	-8	-4
52	CCOC(=O)c1oc2ccccc2c1NC(=O)c1cccs1	-2.1	0	1.6	8	-20	0	28	-8	-11
53	CC(=O)N1CCc2cc(S(=O)(=O)Nc3ccccc3N3CCN(C)CC3)ccc21	2.3	4	-2.8	1	-9	-4	-4	-7	3
54	O=C(Nc1nc2ccccc2s1)c1ccc(Cl)s1	-4.0	-2	-5.0	2	-3	4	-9	-14	2
55	CCOc1cc(/C=N/NC(=O)c2nn(C)cc2Br)ccc1OCc1ccccc1Cl	-1.1	1	-2.9	-6	-2	-4	-1	-6	46
56	CN1Cc2c(N3CCOCC3)nc3sc(C(=O)c4ccccc4)c(N)c3c2CC1(C)C	-0.1	-3	-2.1	-2	-8	-6	28	3	7
57	COc1cccc(CNC(=O)CN2C(=O)CC(c3ccccc3)=Nc3ccccc32)c1	-0.5	0	-0.5	11	4	1	20	8	-8
58	CC(CSc1nc2ccccc2s1)Cn1c(N2CCCC2)nc2c1c(=O)[nH]c(=O)n2C (stereo unspecified)	-3.2	4	-1.6	-2	7	-2	3	-1	36
59	O=C(Cn1cccc1C(=O)c1ccccc1)NCc1ccccn1	-1.3	-2	-4.7	2	9	-2	6	-3	6
60	O=C(CCn1c(=S)oc2ccccc21)Nc1ccc2c(c1)OCCO2	-1.7	-1	-0.8	3	-3	2	24	5	6

The list continues:
nr	Compound	VIM-2 inhibitor	IDE cell activ	IMP-1 inh	PfM18AAP inh	p-CIP stab down	IDE inh	PHOSPHO1 inh	GPR7 antag	NALP1 yeast inh
61	Cc1ccc(CNC(=O)C2CCCN2S(=O)(=O)c2ccc(F)cc2)cc1 (stereo unspecified)	0.5	5	-1.5	3	5	8	-11	-9	0
62	Cc1ccc(-c2csc(NC(=O)C3=NN(c4ccccc4)C(=O)CC3)n2)cc1	-2.7	-1	-3.1	1	6	3	-7	2	5
63	COc1cc2c(cc1OC)C(C)N(C(=O)c1cc3c(=O)oc4ccc(C)cc4c3s1)CC2 (stereo unspecified)	-3.1	3	-3.5	2	2	3	1	-13	25
64	Cn1c(SCc2c(F)cccc2Cl)nnc1-c1cnccn1	-2.8	6	-4.7	2	-12	0	47	2	-19
65	O=C(CCn1c(=O)oc2ccccc21)N(Cc1ccccc1)c1ccccn1	-1.1	1	-2.4	1	.	8	.	-7	.
66	CCOC(=O)c1c(NC(=O)C[n+]2ccccc2)sc2c1CCCC2	4.3	-1	-1.4	-6	2	4	6	-5	4
67	O=C(c1cc2nc(-c3ccccc3)cc(-c3ccccc3)n2n1)N1CCN(C(=O)c2ccco2)CC1	-2.6	-14	-0.8	3	-1	1	4	-2	38
68	Cc1ccccc1Cn1c(Cc2ccccc2)nc2ccccc21	-4.1	-2	-2.4	2	2	-3	25	-13	18
69	CCOc1cc(S(=O)(=O)N2CCCCCC2)ccc1F	0.1	3	-0.6	-1	0	-2	-4	10	6
70	Cn1c(CC(=O)NC(C)(C)CO)c(Sc2ccccc2)c2ccccc21	-2.1	-2	-2.5	-4	-13	10	5	0	34
71	CC(=O)N1CCN(C(=S)Nc2cc(S(=O)(=O)N3CCOCC3)ccc2Cl)CC1	-3.4	0	-3.9	-6	-36	10	-14	-4	5
